Assay outcomes (PubChem BioAssay)
MrgX1 agonist = activates human MrgX1 receptor signaling; B-score at 10 µM; MrgX1-HEK293 cells, Fluo-4 calcium fluorescence, agonist mode; hits give high values; 0.44% of 310,000 active; Q96LB2;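 active = calcium response B-score plate-corrected fluorescence ratio at least 3 library SD, with starting fluorescence B-score inside 5 SD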
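Material: HEK293 cells stably expressing human MrgX1 receptor | Quantity: 15,000 cells per well | Times: Cells plated overnight, dye loaded 0.5 h 37 °C, 0.5 h room temperature | Measured by: Kinetic Fluo-4 NW fluorescence of intracellular calcium | Control set: Positive and negative controls per plate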
RGS4 block = human RGS4 inhibition; P49798; HEK293 M3R/RGS4 inducible, Fluo-4 calcium flux; hits give high values; triggered by carbachol at its EC20; B-score at 10 µM; 0.45% of 310,000 active; AID 463165;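 active = B-score, a plate-corrected calcium signal, over three deviations above library mean, with baseline fluorescence within five deviations of library mean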;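 note: RGS4 expression induced by doxycycline in cells with stable M3 receptor; B-score is computed from the integrated fluorescence ratio over baseline after carbachol; higher B-score means a larger calcium signal and so more RGS4 inhibition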
ANO1 block = mouse TMEM16A channel inhibition, primary screen; normalized B-score (activity score, 25-100; higher = stronger inhibition) at 10 µM; HEK293 TMEM16A/YFP iodide influx fluorescence, ionomycin; 1.2% of 310,000 active; AID 588511; Q8BHY3;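 active = ratio plate-corrected score three or more library SD toward inhibition, starting fluorescence score within five deviations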;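 note: score derived from kinetic fluorescence span divided by baseline fluorescence per well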
SKKanGAS inh = blocks kanamycin growth of S. pyogenes SKKanGAS strain; BacTiter-Glo, 6 h; inhibition, % at 7.5 µM; 1.3% of 300,000 active; AID 1662;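 active = mean replicate score, as percent of positive control median, at least 50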;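 note: strain carries kanamycin resistance gene driven by streptokinase promoter and grows in 40 µg/ml kanamycin; loss of luminescence reflects streptokinase promoter inhibition or plain growth inhibition; 0% = median of DMSO wells and 100% = positive control at its reference dose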
ANO1 activ = activators or potentiators of mouse TMEM16A chloride channel. 0.3% of 340,000 active. AID 623877. B-score at 10 µM. Q8BHY3. HEK293 TMEM16A/YFP-H148Q/I152L, iodide quench fluorescence; hits give low values;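 active = fluorescence-ratio B-score plate-corrected deviation score at least 3 library SD below zero, with starting fluorescence score within 5 deviations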;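 note: channel opened by trigger with iodide after compound preincubation; score built on the fluorescence ratio of max minus min over baseline; more negative score means more quench and so TMEM16A activation or potentiation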
MrgX1 antag = blocks BAM8-22 activation of human MrgX1 receptor | B-score at 10 µM | MRGX1-HEK293 calcium flux, Fluo-4, BAM8-22 antagonism; hits give low values | AID 588676 | 1.3% of 310,000 active;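 active = calcium-response B-score plate-corrected more than 3 library SD below zero, starting fluorescence within 5 deviations, no agonist response on first addition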;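 note: peak minus trough fluorescence over baseline after final BAM8-22 challenge near maximal dose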
TRPC6 inhibitor = mouse TRPC6 channel inhibition; 1.1% of 310,000 active; HEK293-TRPC6, membrane potential dye, ACh-evoked depolarization; hits give low values; AID 2553; B-score at 10 µM; Q61143;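 active = B-score under library mean minus 3 SD, initial fluorescence not abnormally high, positive integrated signal ratio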;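 note: B-score derived from integrated fluorescence ratio over the kinetic read; more negative B-score means stronger inhibition of depolarization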
Target sequence (Q61143 whole entry, looked up): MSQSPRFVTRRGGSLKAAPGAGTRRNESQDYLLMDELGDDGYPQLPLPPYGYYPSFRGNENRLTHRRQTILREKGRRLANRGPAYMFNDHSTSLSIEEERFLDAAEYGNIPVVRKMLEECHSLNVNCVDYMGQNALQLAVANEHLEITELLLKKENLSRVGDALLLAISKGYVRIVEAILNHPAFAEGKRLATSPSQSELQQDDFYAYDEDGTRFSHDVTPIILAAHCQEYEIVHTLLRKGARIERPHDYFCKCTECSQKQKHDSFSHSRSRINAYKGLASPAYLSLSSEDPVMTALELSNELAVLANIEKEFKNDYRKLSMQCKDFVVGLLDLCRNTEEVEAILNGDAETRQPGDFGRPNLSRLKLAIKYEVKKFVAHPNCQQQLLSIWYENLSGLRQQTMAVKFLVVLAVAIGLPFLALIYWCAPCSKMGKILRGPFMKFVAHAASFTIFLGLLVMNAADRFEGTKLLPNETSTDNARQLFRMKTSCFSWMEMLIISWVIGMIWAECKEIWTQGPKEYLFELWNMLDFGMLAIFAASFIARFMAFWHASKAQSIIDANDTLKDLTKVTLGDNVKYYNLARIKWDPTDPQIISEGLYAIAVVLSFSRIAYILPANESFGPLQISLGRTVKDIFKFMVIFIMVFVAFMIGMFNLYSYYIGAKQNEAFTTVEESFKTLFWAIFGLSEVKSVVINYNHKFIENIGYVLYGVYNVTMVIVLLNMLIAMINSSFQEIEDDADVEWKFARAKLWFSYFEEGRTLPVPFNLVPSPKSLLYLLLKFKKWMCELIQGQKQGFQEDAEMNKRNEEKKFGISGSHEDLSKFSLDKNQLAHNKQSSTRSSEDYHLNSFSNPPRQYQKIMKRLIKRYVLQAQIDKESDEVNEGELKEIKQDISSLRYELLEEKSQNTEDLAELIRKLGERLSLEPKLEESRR
HDAC3 inh = human HDAC3 inhibition; O15379; recombinant HDAC3, fluorogenic peptide/trypsin coupled, fluorescence; inhibition, % at 8.3 µM; 0.15% of 320,000 active; in the data active = inhibition above about 26%, passing the limit was not always enough
RGS4 pot = potentiators or activators of RGS4; HEK293 M3R/inducible RGS4, carbachol calcium flux Fluo4; hits give low values; AID 463111; 0.92% of 310,000 active; B-score at 10 µM;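 active = B-score of the integrated calcium signal more than 4 SD below the library mean, with starting fluorescence not abnormally high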;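 note: negative B-score means reduced calcium response which marks RGS4 activation or potentiation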
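System: HEK293 FlpIn-TREx cells, stable M3R, doxycycline-inducible RGS4. Timing: overnight RGS4 induction, 30 min dye load 37 °C, 20 min compound RT. Also added: carbachol, ECmax concentration. Measured by: Fluo4 fluorescence kinetic imaging of calcium. Evaluation: integrated calcium ratio converted to B score.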
TRPC6 activator = activates the mouse TRPC6 cation channel; Q61143; HEK293-TRPC6 membrane potential dye fluorescence; hits give high values; B-score at 10 µM; 0.13% of 310,000 active; AID 2550;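 active = B-score of the integrated fluorescence ratio above library mean plus 3 SD, and starting fluorescence ratio within library mean plus 5 SD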;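 note: higher score means more depolarization so channel activation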
MrgX1 allo act = allosterically activates human MrgX1 receptor signaling | 0.63% of 310,000 active | MrgX1-HEK293, Fluo-4 calcium flux, FDSS; hits give high values | Q96LB2 | B-score at 10 µM;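 active = plate-corrected calcium response at least 3 library SD above typical, normal starting fluorescence, not activating the receptor alone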;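 note: compound read alongside a low EC10 to EC30 dose of BAM8-22 agonist; peak minus trough fluorescence over baseline measured at the second addition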
An asterisk follows results filed as active; i = inactive; / = not tested or not shown.

Structure,MrgX1 agonist,RGS4 block,ANO1 block,SKKanGAS inh,ANO1 activ,MrgX1 antag,TRPC6 inhibitor,HDAC3 inh,RGS4 pot,TRPC6 activator,MrgX1 allo act
Cc1ccc(NC(=O)CCc2c(C)[nH]c(=O)c(C#N)c2C)cc1,i,i,i,-3,i,i,i,7,i,i,i
Cc1cc(/C=N/NC(=O)c2ccc(CN3CCOCC3)cc2)c(C)n1-c1ccccc1,i,i,i,4,i,i,i,9,i,i,i
O/N=C1\CCCc2ccc(Cl)cc21,i,i,i,-5,i,i,i,8,i,i,i
CCCCn1c(NC(=O)c2ccco2)c(S(=O)(=O)c2ccc(C)cc2)c2nc3ccccc3nc21,/,i,/,21,i,/,i,/,i,i,/
Cc1ccc(NC(=O)N/C=C/c2ccc(Cl)cc2)cc1,i,i,i,-1,i,i,i,-3,i,i,i
O=C1c2cccc3cccc(c23)C(=O)N1CCCSc1ncn[nH]1,i,i,i,-9,i,i,i,-4,i,i,i
CCCC1=C(C(=O)OCC)C(c2cccs2)n2ncnc2N1 (centres undefined),i,i,i,-5,i,i,i,2,i,i,i
Cc1ccc2c(c1)N(C)/C(=C/c1cccc[n+]1C)S2,i,i,i,10,i,-7.2*,i,7,-7.3*,i,i
O=C(N/N=C/c1cccnc1)c1sc2ccccc2c1Cl,i,i,i,-5,i,i,i,-4,i,i,i
CCN(CC)CCNC(=O)C1c2ccccc2C(=O)N(CCOC)C1c1ccc(F)cc1 (centres undefined),i,i,i,-19,i,i,i,7,i,i,i
COC(=O)c1ccc(C(NC(=O)c2cccnc2)NC(=O)c2cccnc2)cc1,i,i,i,1,i,i,i,8,i,i,i
COC(=O)Nc1c(-c2ccccc2)nc2ccc(C)cn12,i,i,i,-5,i,i,i,-61,i,i,i
CCOP(=O)(OCC)C(NC(=O)Nc1ccc(Cl)cc1)C(N)=O (centres undefined),i,i,i,-1,i,i,i,-3,i,i,i
CC(=O)c1cccc(N=Cc2c(O)ccc3ccccc23)c1,i,i,i,1,i,i,i,-2,i,i,i
CC(=O)N1N=C(c2ccco2)CC1c1ccc(Br)cc1 (centres undefined),i,i,i,1,i,i,i,-2,i,i,i
Cc1nnc(SCC(=O)N(C(C)C)C(C)C)nc1C,i,i,i,-16,i,i,i,-4,i,i,i
COc1ccc(N2CCN(C(=O)COc3ccc(Cl)cc3Cl)CC2)cc1,i,i,i,-14,i,i,i,12,i,i,i
CCOc1ccc(C2C(C(=O)c3ccc(C)o3)=C(O)C(=O)N2c2cc(C)on2)cc1OC (centres undefined),i,i,i,4,i,i,i,-2,i,i,i
O=C(O)CN1C(=O)NC2NC(=O)NC21 (centres undefined),i,i,i,7,i,i,i,-3,i,i,i
CCN(CC(=O)Nc1ccccc1OC)C(=O)COc1ccc2ccccc2c1,i,i,i,2,i,i,i,6,i,i,i
C[N+](C)(C)CCOC(=O)CCC(=O)OCC[N+](C)(C)C,i,/,i,/,i,i,/,-6,/,/,i
CCC(C(=O)NC(C)(C)C)N(C(=O)Cn1nnc(-c2ccccc2F)n1)c1cccc2c1CCCC2 (centres undefined),i,i,i,6,i,i,i,-7,i,i,i
Fc1ccc(-c2cc3nc(-c4ccccc4)cc(N4CCN(CCN5CCOCC5)CC4)n3n2)cc1,/,i,/,7,i,/,i,/,i,i,/
c1cncc(-c2csc(-c3cccnc3)n2)c1,i,i,i,-2,i,i,i,2,i,i,i
Cc1cc([N+](=O)[O-])nn1CC(=O)N/N=C/c1ccccc1F,i,i,i,1,i,i,i,0,i,i,i
O=C(CCN1C(=O)S/C(=C\c2ccc(Cl)cc2)C1=O)Nc1ccc(C(=O)O)cc1,i,i,i,12,i,i,i,/,i,i,i
N#CCC(CNc1ncc(C(F)(F)F)cc1Cl)OC(=O)c1cccc([N+](=O)[O-])c1 (centres undefined),i,i,i,-12,i,i,i,19,i,i,i
CCc1ccccc1N(CC(=O)NC1CCCCC1)C(=O)CCC(=O)Nc1ccccn1,i,i,i,5,-5.8*,i,i,1,i,i,i
COc1cc2c(C(=O)N3CCN(C4CCCCC4)CC3)cn(CC(C)C)c(=O)c2cc1OC,i,i,i,-4,/,i,i,6,i,i,i
COC(=O)c1cc(NS(=O)(=O)c2ccc(N3CCCCCC3)c([N+](=O)[O-])c2)cc(C(=O)OC)c1,i,i,i,28,i,i,i,6,i,i,i
COc1ccccc1N(CC(=O)N1CCN(c2ccc(F)cc2)CC1)S(=O)(=O)c1ccc(C)cc1,i,i,i,8,i,i,i,8,i,i,i
COc1ccc(CN2CCN(CCc3ccccc3)C(CCO)C2)c(O)c1 (centres undefined),i,i,i,-3,i,i,i,1,i,i,i
CC(C)(C)n1nnnc1C(c1ccccc1)N1CCc2ccccc2C1 (centres undefined),i,i,i,0,i,i,-7.6*,7,i,i,i
Cc1c(C(=O)OCc2nc3scc(-c4ccccc4)c3c(=O)[nH]2)cccc1[N+](=O)[O-],i,i,i,46,i,i,i,14,i,i,i
CN(c1ccccc1)c1ccc(/C=C(\CCC(=O)O)c2nc3ccccc3s2)cc1[N+](=O)[O-],i,i,i,-9,i,-7.4*,i,6,i,i,i
NNC(=O)[C@H](Cc1ccccc1)NC(=O)NCCc1ccccc1,i,i,i,-4,i,i,i,-2,i,i,i
CCN(CC)C(=O)Cn1cnc2c1c(=O)n(C)c(=O)n2C,i,i,i,0,i,i,i,3,i,i,i
COCCNC(=O)C(OC(=O)c1cccs1)c1ccccc1 (centres undefined),i,i,i,1,i,i,i,-3,i,i,i
O=C(COC(=O)CCC(=O)c1ccc(F)cc1)Nc1cccc(S(=O)(=O)N2CCOCC2)c1,i,i,i,-16,i,i,i,4,i,i,i
CCOC(=O)CCSc1nc(C)cc(C(F)(F)F)c1C#N,i,i,i,9,i,i,i,2,i,i,i
Cc1ccc(S(=O)(=O)NCCC(=O)Nc2ccc(S(=O)(=O)NC(C)C)cc2)cc1,i,i,i,1,i,i,i,-8,i,i,i
CC(=O)c1cccc(NC(=O)c2cc(-c3ccco3)on2)c1,i,i,i,-5,i,i,i,8,i,i,i
CC(Oc1cc2oc(=O)cc(-c3ccccc3)c2cc1Cl)C(=O)NCC1CCC(C(=O)O)CC1 (centres undefined),i,i,i,26,i,i,i,5,i,i,i
Cc1ccc(-c2cc(C(=O)N/N=C/c3cccnc3)c3ccccc3n2)cc1C,i,i,i,4,i,i,i,20,i,i,i
COc1ccc(OCCNC(=O)CSc2ccc(C(F)(F)F)cc2[N+](=O)[O-])cc1,i,i,i,-6,i,i,i,3,i,i,i
Cc1cccc(C(=O)N2CCN(c3ccc([N+](=O)[O-])c(N4CCOCC4)c3)CC2)c1,i,i,i,-5,i,i,i,9,i,i,i
Cc1nnc(SCC(=O)NC(C)(C)C)n1C1CCCCC1,i,i,i,-10,i,i,i,0,i,i,i
CCCOc1ncnc2c1sc1nc3c(cc12)COC(C)(C)C3,i,i,i,10,i,i,i,-3,i,i,i
Cc1nc(-c2c(C(=O)NNC(=O)Nc3c(C)cccc3C)noc2C)cs1,i,i,i,3,i,i,i,0,i,i,i
Cn1c(=O)c2c(nc(Oc3ccccc3)n2C)n(C)c1=O,i,i,i,-2,i,i,i,14,i,i,i
O=C(/C(=C(\[O-])c1ccccc1)[n+]1ccc2ccccc2c1)c1ccc([N+](=O)[O-])cc1,i,i,i,-4,i,-5.7*,i,-8,i,i,i
Cc1c(C(=O)N/N=C/c2ccc(O)c(Br)c2)sc(N)c1C#N,i,/,i,/,i,i,/,1,/,/,i
CCOC(=O)C1=C(CP(=O)(c2ccccc2)c2ccccc2)NC(=O)NC1c1ccc(Cl)cc1 (centres undefined),i,i,i,1,i,i,i,2,i,i,i
COc1ccc(Cl)cc1Nc1nc(N)c2ccccc2n1,i,i,i,-8,i,i,-11*,9,i,i,i
COc1ccc(C(C)=O)cc1COC(=O)c1cccnc1SC,i,i,i,9,i,i,i,-3,i,i,i
Nc1c(Br)cc(Br)c(N2CCCC2=O)c1Br,i,i,i,-2,i,i,i,-12,i,i,i

Continuation.
Structure,MrgX1 agonist,RGS4 block,ANO1 block,SKKanGAS inh,ANO1 activ,MrgX1 antag,TRPC6 inhibitor,HDAC3 inh,RGS4 pot,TRPC6 activator,MrgX1 allo act
COCCNc1nnnc2c1sc1nc(N3CCOCC3)c3c(c12)CC(C)(C)OC3,i,i,i,0,i,i,i,6,i,i,i
CCC(=O)N1c2ccccc2-c2nnc(SC)nc2OC1c1ccc(OC)c(OC)c1 (centres undefined),i,i,i,2,i,i,i,0,i,i,i
COc1ccc2c(c1)O/C(=C\c1ccco1)C2=O,i,i,i,0,i,i,i,-1,i,i,i
CC(=O)C(=Cc1cn(-c2ccccc2)nc1-c1ccccc1)C(C)=O,i,i,i,/,i,i,i,-2,i,i,i
O=C(NCc1ccccc1Cl)c1cccc(NC(=O)c2ccccc2)c1,i,i,i,0,i,i,i,2,i,i,i
Cc1ccccc1CN1C2=NCCN2c2ccccc21,i,i,i,1,i,i,i,4,i,i,i
CC1Oc2ccccc2N(CC(=O)NCCCN2CCOCC2)C1=O (centres undefined),i,i,i,2,i,i,i,1,i,i,i
CS(=O)(=O)c1ccc(-n2nnc3ccccc32)c([N+](=O)[O-])c1,i,i,i,6,i,i,i,4,i,i,i
Clc1cccc(C2Nc3cccc4cccc(c34)N2)c1Cl,i,i,i,20,i,i,i,-10,i,i,i
COc1ccc(CC2c3cc(OC)c(OC)cc3CC[N+]2(C)CCC(=O)OCCCCCOC(=O)CC[N+]2(C)CCc3cc(OC)c(OC)cc3C2Cc2ccc(OC)c(OC)c2)cc1OC (centres undefined),i,/,i,/,i,i,/,-5,/,/,i
Cc1cc(OC(=O)c2ccc(S(=O)(=O)N3CCCCC3)cc2)c([N+](=O)[O-])c(=O)[nH]1,i,i,i,1,i,i,i,-4,i,i,i
CC1CCCN(C(=S)NCCc2ccccc2)C1 (centres undefined),i,i,i,0,i,i,i,-2,i,i,i
